# Compound activity: PubChem BioAssay, National Center for Advancing Translational Sciences (NCATS)
# Glioma ERSR ind: qHTS for Inducers of the Endoplasmic Reticulum Stress Response (ERSR) in Human Glioma: qHTS. Potency, µM, for inactives: at the highest dose activation, usual class: activators. 0.02% of 420,000 active. U87-MG GRP78 promoter luciferase reporter, 16 h; also: potency is read from the fitted curve at half-maximal effect; series mostly up to about 76 µM; % of control where 0% means no effect; nearly all actives have a fitted effect of over 35% in size
#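 Stably transfected U87-MG glioma cells carrying a GRP78-based luciferase sensor; 16 h compound incubation. Luminescence end-point read 10 min after Bright-Glo addition at room temperature.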
# RXFP1 antagonist: qHTS Assay for Antagonists of the Relaxin Receptor RXFP1. HEK293-RXFP1, relaxin-stimulated cAMP HTRF, 30 min; active compounds read low. activity change, negative = inhibition, % at 57.5 µM. 0.59% of 350,000 active;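 active = activity change of -60% or lower, but not beyond a set lower limit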; also: % is scaled to controls: 0 for no effect and ±100 for the full control effect
# Target sequence (Q9HBX9 whole entry, looked up): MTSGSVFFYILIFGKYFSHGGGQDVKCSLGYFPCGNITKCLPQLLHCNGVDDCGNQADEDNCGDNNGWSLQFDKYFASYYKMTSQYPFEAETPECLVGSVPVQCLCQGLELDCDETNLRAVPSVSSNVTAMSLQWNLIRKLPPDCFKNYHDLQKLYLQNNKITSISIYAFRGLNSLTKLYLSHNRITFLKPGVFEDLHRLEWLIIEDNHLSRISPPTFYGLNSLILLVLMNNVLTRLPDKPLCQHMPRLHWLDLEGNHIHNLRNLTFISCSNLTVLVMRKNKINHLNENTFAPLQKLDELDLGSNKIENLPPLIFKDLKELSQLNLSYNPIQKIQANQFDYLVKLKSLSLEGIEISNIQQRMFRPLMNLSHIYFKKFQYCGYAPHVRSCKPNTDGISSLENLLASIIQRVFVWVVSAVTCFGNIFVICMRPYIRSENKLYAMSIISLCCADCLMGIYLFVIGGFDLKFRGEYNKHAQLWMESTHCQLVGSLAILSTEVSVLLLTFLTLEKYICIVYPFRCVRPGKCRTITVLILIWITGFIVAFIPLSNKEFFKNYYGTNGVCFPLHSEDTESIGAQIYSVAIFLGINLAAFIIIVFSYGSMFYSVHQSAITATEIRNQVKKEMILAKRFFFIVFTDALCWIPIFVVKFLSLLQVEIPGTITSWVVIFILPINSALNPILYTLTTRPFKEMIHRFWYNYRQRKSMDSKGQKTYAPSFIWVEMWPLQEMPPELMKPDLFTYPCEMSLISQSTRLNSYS
# Vif-A3F inh: qHTS for Inhibitors of Vif-A3F Interactions: qHTS; 0.2% of 390,000 active; Potency, µM (series often up to 46.1 µM), inactives show at the highest dose activity, negative = active; HeLa A3F-eYFP + Vif (tagged APOBEC3F with the HIV-1 protein that degrades it), YFP fluorescence increase; also: potency is read from the fitted curve at half-maximal effect; % of control where 0% means no effect; nearly all actives have a fitted effect of over 65% in size
#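 HeLa cells stably expressing A3F-eYFP plus Vif, plated and incubated overnight at 37 deg C, then exposed to compounds overnight at 37 deg C. Blocked degradation read as raised yellow fluorescence (Ex 488/Em 500-530).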
# D2 PAM: HTS Assay for Positive Allosteric Modulators of the Human D2 Dopamine Receptor: Primary Screen for Potentiators; D(2) dopamine receptor (Homo sapiens), P14416; potentiation, % at 10 µM; AID 485347, 2010; 0.34% of 340,000 active; HEK293 T-REx D2, calcium flux, EC20 dopamine potentiation;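 active = potentiation over 3 SD above the plate norm, cut at about 30% in these data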; also: 0% is about no effect
#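 Primary screen. Calcium kinetics in induced HEK293 T-REx D2 cells: compound pre-addition 180 s, EC20 dopamine, 180 s more.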
# D1 antag: Antagonist of Human D 1 Dopamine Receptor: qHTS; D(1A) dopamine receptor (Homo sapiens), P21728; HEK293 TREx D1 cells, calcium flux, dopamine EC80; active compounds read low; activity change, negative = inhibition, % at 10 µM; 3.2% of 360,000 active; AID 504652, 2011; in the data active = activity change below about -30%; also: % is scaled to controls: 0 for no effect and ±100 for the full control effect
#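 Inducible Hek293 Trex D1 cells (tetracycline, overnight, 30 C). Calcium dye 30–90 min RT. Antagonist mode: EC80 dopamine added after 180 s compound read.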
# Vif-A3G inh: qHTS for Inhibitors of Vif-A3G Interactions: qHTS; DNA dC->dU-editing enzyme APOBEC-3G (Homo sapiens), Q9HC16; HeLa A3G-eYFP + Vif (tagged APOBEC3G with the HIV-1 protein that degrades it), YFP fluorescence, overnight; Potency, µM (doses to about 46.1 µM), inactives show at the top dose activity, negative = active, hits mostly inhibitors; 0.076% of 410,000 active;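 also: potency is read from the fitted curve at half-maximal effect; % is scaled to controls: 0 for no effect and ±100 for the full control effect; nearly all actives have a fitted effect of over 60% in size; hits raise eYFP signal because A3G escapes Vif-driven loss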
#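 HeLa cells stably expressing Vif and C-terminally eYFP-tagged A3G, seeded overnight at 37 deg C, then exposed to compound by pintool overnight at 37 deg C. Rise in yellow fluorescence (Ex 488/Em 500-530, Acumen) marks blocked Vif-driven A3G degradation.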
# D1 potentiator: Potentiators of Human D1 Dopamine Receptor: qHTS; D(1A) dopamine receptor (Homo sapiens), P21728; HEK293 TREx D1 cells, calcium flux, dopamine EC20 potentiation; potentiation, % at 10 µM; 0.036% of 360,000 active; in the data active = potentiation above about 30%; also: 0% is about no effect
# RXFP1 ag: qHTS Assay for Agonists of the Relaxin Receptor RXFP1; Potency, µM (series often up to 57.5 µM), for the others: at the top dose activation, actives largely listed as activators; 0.3% of 370,000 active; HEK293T-RXFP1 cAMP TR-FRET, 30 min; response scale: percent of porcine relaxin response, buffer zero; also: potency is read from the fitted curve at half-maximal effect; % is scaled to controls: 0 for no effect and ±100 for the full control effect; nearly all actives have a fitted effect of over 60% in size; many of its hits are not listed in these tables
#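 Agonist response is measured as cAMP accumulation in an RXFP1-transfected HEK293T line under PDE4 inhibition. Values are scaled between buffer-only and 29 nM porcine relaxin, and EC50s come from standard Hill equation fits.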
# D1 ag: Allosteric Agonists of the Human D1 Dopamine Receptor: qHTS. D(1A) dopamine receptor (Homo sapiens), P21728. HEK293 T-REx D1 cells, calcium flux, agonist mode. activation, % at 2 µM. 1% of 360,000 active. AID 504660, 2011; in the data active = activation above about 30%; also: 0% is about no effect
#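 Tetracycline-induced HEK293 TREx D1 cells, force-coupled to calcium signalling, were dye-loaded with a no-wash calcium kit. Compound was pin-added after a 10 s baseline. Fluorescence was read kinetically at 1 cycle/s for 180 s, with calcium rises flagged as agonism.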
# Active calls of the source: *; / = not tested or not shown; & = joins results of further samples; ! = a repeat was not active. Unless noted, calls follow the shape of the dose curve; as a rule, active = well fitted curve in the direction sought with a large enough effect; inconclusive = small, poorly fitted or top-dose-only effect, or another doubt; inactive = no such curve, though single readings can be large; an effect the other way counts as inactive or inconclusive.
SMILES,Glioma ERSR ind,RXFP1 antagonist,Vif-A3F inh,D2 PAM,D1 antag,Vif-A3G inh,D1 potentiator,RXFP1 ag,D1 ag
CC(=O)Nc1ccc(C2=NNC(=Nc3cccc(S(=O)(=O)N(C)C)c3)SC2)cc1,-1%,-13,-21%,6,4,-9%,1,7.7%,3
NS(=O)(=O)c1cccc(NC(=O)CN2CCN(S(=O)(=O)c3ccc4c(c3)OCCO4)CC2)c1,-1%,1,-12%,/,/,1%,/,/,/
COc1ccccc1CN1C(=O)CCC1(C)C(=O)NC1CCCCCC1 (configuration not stated),-4%,-4,-6%,13,7,-3%,-2,1.4%,5
COc1ccc(-c2cc(C(F)F)n3ncc(C(=O)Nc4cc(C)on4)c3n2)cc1,-1%,-2,2%,-38,-38*,1%,-3,-1.3%,12
COc1ccc(Cn2nnnc2C(C(C)C)N(Cc2ccco2)Cc2cccs2)cc1 (configuration not stated),-3%,-17,5%,-5,7,-3%,1,0.9%,11
CCNc1nc(N)c(C(=O)c2ccc(Cl)s2)s1,-2%,-13,0%,21,4,-7%,-4,0.6%,1
CCOc1ncccc1C(=O)Nc1cc(S(=O)(=O)N2CCCCC2)ccc1OC,-3%,-4,-4%,13,-4,-2%,0,4.8%,2
O=C1C2CC=CCC2C(=O)N1Cc1ccccc1Cl (configuration not stated),-4%,-3,-4%,-2,-6,2%,2,2.8%,2
Cc1ccc(S(=O)(=O)/N=C(\Sc2ccccc2)c2ccccc2)cc1,-2%,-14,-23%,15,-18,-1%,-5,-3.0%,1
CN1CCN(c2oc(-c3ccc([N+](=O)[O-])cc3)nc2C#N)CC1,1%,6,11%,13,-15,-3%,-9,7.2%,5
COc1ccc(-c2nc3c4ccccc4n(CC(=O)N4CCN(c5ccc(F)cc5)CC4)c(=O)n3n2)cc1,-3%,-5,2%,16,/,1%,0,1.2%,4
COc1cccc(/C=N\NC(=O)C2=NNC(=O)C2C)c1O (configuration not stated),2%,-23,11%,-6,-8,-2%,4,-1.7%,1
Cc1c(NC(=O)c2cnn3c2NC(c2ccc(Br)cc2)CC3C(F)(F)F)c(=O)n(-c2ccccc2)n1C (configuration not stated),-3%,-18,/,-4,-5,-25%,14,-0.9%,1
Cc1ccc(S(=O)(=O)NNC2=NS(=O)(=O)c3ccccc32)c(C)c1,-3%,-3,-17%,-7,0,-2%,8,0.3%,-3
O=C(Nc1nc2ccccc2[nH]1)c1ccc(F)c(S(=O)(=O)N2CCOCC2)c1,3%,-13,-1%,-8,9,0%,-5,0.8%,2
CC(Sc1nncn1C)C(=O)Nc1ccc(Cl)cn1 (configuration not stated),-3%,2,20%,4,-2,2%,-4,3.3%,-1
CCc1ccc(OCC(=O)Nc2cc(S(=O)(=O)CC)ccc2O)cc1,-3%,-1,0%,7,-21,-3%,-6,-3.6%,8
CCCCOc1ccc(CNn2c(C)nc3ccccc3c2=O)cc1,2%,11,-1%,/,/,-3%,/,-1.8%,/
Clc1ccc(CNCC2CCCO2)cc1 (configuration not stated),-3%,-4,-6%,-5,-3,-1%,-2,2.2%,7
CCCC(c1nnnn1CC(=O)OCC)N(Cc1cc2c(C)cc(C)cc2[nH]c1=O)C1CCCC1 (configuration not stated),-4%,0,1%,-4,0,-3%,-4,1.3%,0
COc1ccc(-n2c(O)c(C=NC3CC3)c(=O)[nH]c2=O)cc1,1%,1,-12%,-2,7,3%,6,-0.2%,4
Cc1ccc(NC(=O)Nc2ccno2)cc1,-3%,2,1%,-17,-37*,-1%,-9,3.0%,1
Fc1cnc(N2CCOCC2)nc1NCc1ccccc1,1%,12,-10%,17,4,-10%,-2,-0.5%,1
CC(C)c1ccc(NC2CCCN(C(=O)c3ccc(Cn4cnnn4)cc3)C2)cc1 (configuration not stated),2%,-5,2%,6,-6,0%,-6,1.7%,2
CCCN(C(=O)c1cccs1)c1c(N)n(Cc2ccccc2)c(=O)[nH]c1=O,-3%,8,-10%,0,25,-11%,4,1.9%,0
C=CCn1c(SCC(=O)NCC)nc2sc3c(c2c1=O)CCC3,-3%,19,7%,14,13,5%,-5,2.3%,1
CC(C)C(=O)N1CCN(CCN=CC2=C(O)CC(c3ccco3)CC2=O)CC1 (configuration not stated),-6%&-3%,-6&-4,-5%&9%,2,7,-9%&-2%,11,-1.0%,-1
Cc1ccc(NC(=O)NCCN2C(=O)C3C4C=CC(C4)C3C2=O)cc1 (configuration not stated),-6%,/,1%,4,-1,1%,5,-0.9%,1
Cn1cc(S(=O)(=O)N2CCOCC2)cc1C(=O)NCCc1ccccc1,-1%,-12,-3%,-7,19,2%,-4,3.6%,3
CCc1ccccc1N(CC)C(=O)Cn1nc(Cc2ccncc2)c2ccccc2c1=O,-2%,16,1%,7,10,-7%,1,-0.9%,-2
COc1ccccc1N1CCN(C(=O)c2cccc(N3C(=O)NC4CC3(C)Oc3c(OC)cccc34)c2)CC1 (configuration not stated),-3%,-1,-4%,0,1,0%,-2,2.8%,2
CC1CCCN(S(=O)(=O)c2ccc(NC(=O)C3CCN(C(=O)C(C)(C)C)CC3)cc2)C1 (configuration not stated),-4%,-9,6%,5,-6,6%,-3,0.4%,8
O=C(CSc1nc2ccccc2o1)N1c2ccccc2Sc2ccc(Cl)cc21,0%,-24,-17%,2,-5,1%,14,-3.0%,3
COC(=O)c1ccccc1NC(=O)N1CCN(Cc2ccco2)CC1,4%,-1,0%,-8,-9,1%,1,0.0%,-1
COCCn1nnnc1CN1CCC(Cc2ccccc2)CC1,-3%,21,-1%,38*,-17,-4%,-2,1.6%,2
COc1cccc(OC)c1C(=O)Nc1ccc(C(=O)c2ccncc2)cc1,-1%,-12,1%,10,-9,1%,2,-2.8%,11

# Marked active in D1 antag (from the list above):
Compound	Glioma ERSR ind	RXFP1 antagonist	Vif-A3F inh	D2 PAM	D1 antag	D1 potentiator	RXFP1 ag	D1 ag
COc1ccc(-c2cc(C(F)F)n3ncc(C(=O)Nc4cc(C)on4)c3n2)cc1	-1%	-2	2%	-38	-38*	-3	-1.3%	12
Cc1ccc(NC(=O)Nc2ccno2)cc1	-3%	2	1%	-17	-37*	-9	3.0%	1

# Next section:
SMILES,Glioma ERSR ind,RXFP1 antagonist,Vif-A3F inh,D2 PAM,D1 antag,Vif-A3G inh,D1 potentiator,RXFP1 ag,D1 ag
CC(C)(CNC(=O)Cc1ccc(Br)cc1)N1CCOCC1,-5%,7,8%,-7,-37*,0%,-8,1.6%,1
COc1ccc(Cl)cc1NC(=O)Cn1nc(C(F)(F)F)c2c1CCC2,-3%,/,-2%,8,6,-4%,-2,-1.4%,2
Cc1noc(C)c1COc1cccc(C(=O)OCCOc2ccc(F)cc2)c1,5%,-1,3%,0,-4,-11%,-3,2.6%,11
COc1ccc(/C(N)=N/OC(=O)c2ccco2)cc1OC,-3%,1,2%,32*,42,-1%,-1,-1.2%,5
CCOC(=O)/C(C#N)=C/c1ccc(-c2ccccc2)o1,2%,-3,-2%,-5,1,1%,-2,0.4%,16
Cc1ccnc(NS(=O)(=O)c2ccc(NC(=O)C3CC=CCC3C(=O)O)cc2)n1 (configuration not stated),-3%,-15,-25%,1,-89*,9%,1,8.6%,2
CC(C)(C)NC(=O)C1CN(S(=O)(=O)c2ccccc2)CCN1S(=O)(=O)c1ccccc1 (configuration not stated),-2%,-4,0%,11,-22,-1%,-9,2.1%,2
COc1ccc(-c2cnc3c(c2)C(=O)N([C@H](C)CO)C[C@H](C)[C@H](CN(C)C(=O)Cc2cccnc2)O3)cc1,-2%,0,0%,/,/,5%,/,/,/
Cc1ccc(Cn2ccc(NC(=O)c3cc(CC(C)C)on3)n2)cc1,6%,-23,-6%,13,6,1%,9,0.1%,0
CCNC(=O)CSc1nc2ccccc2c(=O)n1OC,-6%,-11,-4%,8,5,0%,3,2.7%,4
Cc1ccc(OCc2nnc(SCC(=O)NCc3ccco3)n2C)cc1,-1%,4,-5%,-7,-17,2%,-5,0.3%,3
O=C(CCC(=O)c1cccs1)NNC(=O)c1ccccc1Cl,-7%,8,1%,-6,9,1%,-7,-1.4%,0
COc1cc(/C=C2/C(=N)N3N=C(CC(=O)N4CCOCC4)SC3=NC2=O)ccc1OCc1ccccc1F,-2%,-3,1%,6,6,-3%,0,0.1%,1
O=C(CSc1nnc(-c2ccco2)n1-c1ccccc1)NCc1ccco1,-14%,-8,-1%,8,-1,2%,-1,0.2%,1
CC(CC(=O)N1CCN(C(=O)c2ccccc2)CC1)c1ccccc1 (configuration not stated),0%,4,-3%,-5,1,1%,6,0.0%,3
CCOc1ccccc1CN1C(=O)NC(C)(c2ccccc2)C1=O (configuration not stated),-5%,-14,/,/,-19,1%,2,3.2%,5
CCOC(=O)CN1C(=O)N(CC)C(C)=C(C(=O)OC)[C@@H]1c1ccccc1,-6%,/,-4%,14,-18,0%,-4,-1.5%,4
Cc1ccc(CNC(=O)CCS(=O)(=O)c2cc3c(cc2C)NC(=O)CO3)cc1,-4%&-2%,3,0%&-1%,1,-32*!,-2%&-2%,-10&-1,1.2%&0.2%,2&1
COc1ccccc1CNc1cc(C)ccn1,-4%,5,-11%,2,-6,-8%,-4,-2.1%,1

# Rewritten as tab-separated lines: part of the list above
SMILES	Glioma ERSR ind	RXFP1 antagonist	Vif-A3F inh	D2 PAM	D1 antag	Vif-A3G inh	D1 potentiator	RXFP1 ag	D1 ag
O=C(CSc1nnc(-c2ccco2)n1-c1ccccc1)NCc1ccco1	-14%	-8	-1%	8	-1	2%	-1	0.2%	1
CC(CC(=O)N1CCN(C(=O)c2ccccc2)CC1)c1ccccc1 (configuration not stated)	0%	4	-3%	-5	1	1%	6	0.0%	3
CCOc1ccccc1CN1C(=O)NC(C)(c2ccccc2)C1=O (configuration not stated)	-5%	-14	/	/	-19	1%	2	3.2%	5

# These rows are one share of the data; count on the stated rates, not on these rows.
